# GPR151 ag = human GPR151 activation; actives 1% (n = 650,000); PathHunter beta-arrestin GPR151 cells, luminescence; Q8TDV0; activation, % at 11.2 µM; in the data active = activation above about 4.9%;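 note: 0% = median of compound wells and 100% = cells with positive control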
# Target sequence (Q8TDV0 whole entry, looked up): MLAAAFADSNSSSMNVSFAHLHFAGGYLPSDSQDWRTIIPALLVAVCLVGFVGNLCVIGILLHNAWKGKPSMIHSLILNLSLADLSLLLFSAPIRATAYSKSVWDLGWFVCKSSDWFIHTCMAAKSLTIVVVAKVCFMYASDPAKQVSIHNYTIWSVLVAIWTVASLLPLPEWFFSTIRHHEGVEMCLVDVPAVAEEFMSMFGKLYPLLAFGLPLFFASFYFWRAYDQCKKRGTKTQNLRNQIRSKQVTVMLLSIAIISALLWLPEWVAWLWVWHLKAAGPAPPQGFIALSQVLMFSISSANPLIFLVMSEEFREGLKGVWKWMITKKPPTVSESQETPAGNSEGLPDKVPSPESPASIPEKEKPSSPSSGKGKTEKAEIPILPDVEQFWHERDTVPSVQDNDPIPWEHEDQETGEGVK
# MITF inh = inhibitors of human MITF; AlphaScreen MITF homodimerization, bead proximity signal; AID 1259374; O75030; actives 0.91% (n = 650,000); inhibition, % at 2.6 µM; in the data active = inhibition above about 50%;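 note: 0% = vehicle wells with protein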
# TEAD-YAP block = TEAD-YAP interaction inhibition; HEK-TIYL cells, TEAD-Gal4/YAP UAS-luciferase luminescence; inhibition, % at 9.12 µM; actives 1.4% (n = 640,000); AID 1259422; in the data active = inhibition above about 32%;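 note: 0% = median of test compound wells and 100% = reference inhibitor wells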
# FBW7 act = activators of human E3 ligase FBW7; actives 0.13% (n = 650,000); normalized activity (activation), % at 26.1 µM; AID 1259310; AlphaScreen FBW7–phospho-cyclin E peptide binding, activator screen; in the data active = normalized activity above about 1.9%;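 note: purified mutant Fbw7 with reduced substrate affinity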
# Target sequence (Q969H0 whole entry, looked up): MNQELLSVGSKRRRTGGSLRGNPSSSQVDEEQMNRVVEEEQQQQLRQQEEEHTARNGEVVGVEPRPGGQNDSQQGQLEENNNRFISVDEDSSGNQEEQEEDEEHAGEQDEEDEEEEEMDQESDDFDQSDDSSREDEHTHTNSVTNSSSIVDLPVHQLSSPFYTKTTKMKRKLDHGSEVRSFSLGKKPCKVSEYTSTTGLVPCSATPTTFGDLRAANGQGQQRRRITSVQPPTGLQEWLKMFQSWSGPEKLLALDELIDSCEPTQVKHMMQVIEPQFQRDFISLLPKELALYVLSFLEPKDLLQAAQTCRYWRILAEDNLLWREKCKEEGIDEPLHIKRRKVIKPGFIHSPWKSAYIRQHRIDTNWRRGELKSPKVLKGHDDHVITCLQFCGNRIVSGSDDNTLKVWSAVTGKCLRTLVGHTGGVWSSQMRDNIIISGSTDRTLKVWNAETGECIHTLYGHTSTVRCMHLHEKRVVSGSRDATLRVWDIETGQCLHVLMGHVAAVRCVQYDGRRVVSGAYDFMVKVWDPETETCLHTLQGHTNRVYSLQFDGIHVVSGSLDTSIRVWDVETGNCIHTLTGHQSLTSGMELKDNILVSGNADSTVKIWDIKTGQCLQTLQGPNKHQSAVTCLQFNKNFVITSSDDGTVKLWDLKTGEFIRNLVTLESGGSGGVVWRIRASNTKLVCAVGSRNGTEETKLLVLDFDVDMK
# * = called active by the depositor; & = joins results of further samples.
SMILES,GPR151 ag,MITF inh,TEAD-YAP block,FBW7 act
CC(=O)Nc1ccc(Nc2nc(Nc3ccc(-n4ccnc4)cc3)nc3c2ncn3-c2ccsc2)cc1,-0.8,1,25,-0.1
COc1cc(Br)cc(/C=N/NC(=O)c2ccncc2)c1O,-0.8,91*,87*,-1.1
CCCN1C(=O)C(C)(C)COc2ccc(NS(=O)(=O)c3ccccc3)cc21,0.3,-8,1,-0.1
CCOC(=O)c1ccc(N=Cc2ccc(OC)cc2)cc1,-1.2,3,-15,0.2
O=C(Nc1scc2c1c(=O)oc1ccccc12)c1ccc2c(c1)OCO2,2.4,-12,-6,0.0
O=C(NC1(C(F)(F)F)C(=O)Nc2c1c(=O)[nH]c(=O)n2-c1ccccc1)c1cccnc1 (configuration not stated),1.1,0,5,0.0
Nc1c(C(=O)NCCc2ccccc2)nnn1-c1ccc(OC(F)(F)F)cc1,-1.0,14,-2,0.1
CC1CN(c2ccc([N+](=O)[O-])cc2Cl)CC(C)N1/C(=N\O)c1nonc1N (configuration not stated),0.1,2,3,-0.1
COc1ccc2c(c1)COC1(CCN(C(=O)Nc3c(F)cccc3F)CC1)O2,-0.3,-4,-5,-0.1
CCOCCOC(=O)C1=C(C)NC2=C(C(=O)CCC2)C1c1cccc(OC)c1OC (configuration not stated),1.3&0.5,-18&-3,-4&9,0.5&0.0
CN(CCCNC(=O)CNC(=O)Cn1cnc2sc3c(c2c1=O)CCCC3)Cc1ccccc1,-0.1,2,11,-0.2
O=C(NCc1ccccc1)c1cnc(-c2ccc(N3CCOCC3)nc2)s1,1.8,6,0,0.1
O=C(O)c1ccc(N2Cc3ccccc3C2)cc1,-5.2,-9,-36,-0.4
CCOc1cccc(=O)c2c(C)n(-c3cccc([N+](=O)[O-])c3)c(C)c12,0.7,3,-6,0.0
COc1ccc(NC(=O)CN(Cc2ccccc2)S(=O)(=O)c2ccc(Cl)cc2)cc1,-0.1,5,-9,-0.3
CCOC(=O)C1=C(C)N=c2s/c(=C/c3cn(C)c4ccccc34)c(=O)n2C1c1cc(OC)c(OC)cc1Br (configuration not stated),-0.7,0,-8,-0.1
COc1cc(C2C(=O)N(C3CCCCC3)CC(=O)N2Cc2ccc(C)cc2)ccc1OC(C)C (configuration not stated),2.2,9,-7,0.4
O=C(COc1ccc(Br)cc1)Oc1c(Br)cc(Br)cc1Br,0.9,13,1,0.0
O=C(COc1cccc(Cl)c1)N/N=C\c1ccc(O)cc1,-0.4,5,-3,0.0
COc1cccc(NC(=O)c2ccc(-c3ccccc3C)nc2N(C)C)c1,-1.0,-11,8,0.2
CC1=C(C(=O)OCC2CCCO2)C(c2ccc(F)cc2)NC(=O)N1 (configuration not stated),-2.2,-10,-8,-0.2
FC(F)(F)C1(C(F)(F)F)N=C(c2cccnc2)OC(N2CCCCC2)=N1,1.7,3,18,-0.1
Cc1nc(-c2cccnc2)sc1CCNC(=O)c1ccco1,0.5,-9,-10,-0.2
O=S(=O)(NCCCn1ccnc1)c1cc(C(F)(F)F)ccc1Cl,0.8,3,0,0.0
COc1cccc(C2CC(c3ccc(Cl)cc3)=NC(c3ccc(F)c(Br)c3)N2)c1O (configuration not stated),-1.5,8,-33,0.1

# Individual results from the list:
# FC(F)(F)C1(C(F)(F)F)N=C(c2cccnc2)OC(N2CCCCC2)=N1 in GPR151 ag: 1.7
# COc1ccc(NC(=O)CN(Cc2ccccc2)S(=O)(=O)c2ccc(Cl)cc2)cc1 in FBW7 act: -0.3

# Rewritten field by field: part of the list above.
> CC1=C(C(=O)OCC2CCCO2)C(c2ccc(F)cc2)NC(=O)N1 (configuration not stated)
  GPR151 ag: -2.2
  MITF inh: -10
  TEAD-YAP block: -8
  FBW7 act: -0.2
> CN(CCCNC(=O)CNC(=O)Cn1cnc2sc3c(c2c1=O)CCCC3)Cc1ccccc1
  GPR151 ag: -0.1
  MITF inh: 2
  TEAD-YAP block: 11
  FBW7 act: -0.2
> COc1cccc(NC(=O)c2ccc(-c3ccccc3C)nc2N(C)C)c1
  GPR151 ag: -1.0
  MITF inh: -11
  TEAD-YAP block: 8
  FBW7 act: 0.2
> FC(F)(F)C1(C(F)(F)F)N=C(c2cccnc2)OC(N2CCCCC2)=N1
  GPR151 ag: 1.7
  MITF inh: 3
  TEAD-YAP block: 18
  FBW7 act: -0.1

# Remaining list, next part
SMILES,GPR151 ag,MITF inh,TEAD-YAP block,FBW7 act
O=c1c(C(c2ccccc2)c2c(O)nc3n(c2=O)CCCS3)c(O)nc2n1CCCS2,1.4,-8,-5,0.1
COc1cc(C=O)cc(I)c1OC(=O)c1cccc([N+](=O)[O-])c1,-0.9,-6,7,-0.1
CCc1cc2c(=O)c(-c3nc4ccccc4s3)c(C)oc2cc1OC(C)C(=O)OC (configuration not stated),-1.1,10,4,0.1
CCOCCN1C(=O)C(=O)c2ccccc21,-1.9,5,3,0.1
COc1ccc(C(=O)Nc2cccc(NC(C)=O)c2)c(OC)c1OC,0.3,-9,1,-0.3
COc1ccc(OC)c(C2C(C(=O)Nc3cccc(C)n3)=C(C)NC3=C2C(=O)CCC3)c1 (configuration not stated),2.0,-2,-1,0.0
COc1ccc(OC)c(/C=C2N=C(/C=C/c3ccccc3)OC/2=O)c1,-0.3,9,12,0.3
COc1ccc(CCn2c(SCc3cc(=O)n4ccccc4n3)nc3ccccc3c2=O)cc1OC,0.2,4,6,-0.1
O=C(O)CN1C(=O)C2CC=C(Cl)CC2C1=O (configuration not stated),-1.5,9,-7,-0.3
Cc1ccc(C)c(NC(=O)CN2C(=O)C(C)SC(C)C2=O)c1 (configuration not stated),1.8,-5,-2,0.0
CC(C)n1c(Nc2ccc(-n3ccnc3)cc2)nc2c(N)ncnc21,-0.3,-4,-5,0.0
Cc1ccc(NC(=O)c2ccc(NCc3ccc(Cl)c(Cl)c3)c([N+](=O)[O-])c2)c(C)c1,2.7,6,6,-0.2
O=C(CSc1nc2c(sc(=S)n2CCc2ccccc2)c(=O)n1-c1ccccc1)c1ccccc1,-0.4,-1,-10,-0.1
CCCCNC(=O)C1CC(Cc2cccc(OC)c2)=NO1 (configuration not stated),0.4,-1,-15,0.1
Cc1cccc(CSC2=NCCN2S(=O)(=O)c2ccc([N+](=O)[O-])cc2)c1,3.4,2,0,-0.3
O=C(Oc1ccc(Cl)cc1)c1cc2ccccc2o1,1.1,-3,8,0.0
COc1ccc(Cl)cc1C(=O)NCCc1cc2c(C)ccc(C)c2[nH]c1=O,-0.2,3,0,0.3
Oc1ccc(CCNc2cc(NC3CCN(Cc4ccccc4)CC3)ncn2)cc1,0.0,11,-7,-0.2
CCOC(=O)NCCOC(=O)Nc1ccc(Cl)cc1,0.4,4,-2,0.3
O=C(Cc1ccccc1F)Nc1ccc2c(c1)CN(C(=O)C1=CCCC1)CC2,-0.8,-9,2,0.1
Cc1ccccc1N1C(=O)C2C3CCC(C3)C2C1=O (configuration not stated),-1.3,-10,3,-0.2
Cc1ccc(C(=O)Nc2nnc(CCS(=O)(=O)c3ccc(Cl)cc3)s2)cc1[N+](=O)[O-],0.0,12,0,0.1
COCCNC(=O)c1cc2nc(-c3ccc(OC)c(OC)c3)cc(C(F)(F)F)n2n1,-0.7,13,9,0.1
c1ccc(CCNC2CCN(CCc3ccccn3)CC2)nc1,1.8,-9,5,-0.1
COc1ccc(-n2ncc3c(=O)[nH]cnc32)cc1,-0.8,12,-2,0.5

# Quoted at random: four records from the list.
SMILES,GPR151 ag,MITF inh,TEAD-YAP block,FBW7 act
Cc1ccc(C)c(NC(=O)CN2C(=O)C(C)SC(C)C2=O)c1 (configuration not stated),1.8,-5,-2,0.0
CCc1cc2c(=O)c(-c3nc4ccccc4s3)c(C)oc2cc1OC(C)C(=O)OC (configuration not stated),-1.1,10,4,0.1
Oc1ccc(CCNc2cc(NC3CCN(Cc4ccccc4)CC3)ncn2)cc1,0.0,11,-7,-0.2
c1ccc(CCNC2CCN(CCc3ccccn3)CC2)nc1,1.8,-9,5,-0.1

# An excerpt of these results, with bars between the fields.
canonical_smiles | GPR151 ag | MITF inh | TEAD-YAP block | FBW7 act
CCOCCN1C(=O)C(=O)c2ccccc21 | -1.9 | 5 | 3 | 0.1
O=C(Nc1scc2c1c(=O)oc1ccccc12)c1ccc2c(c1)OCO2 | 2.4 | -12 | -6 | 0.0

# Going on with the list.
SMILES,GPR151 ag,MITF inh,TEAD-YAP block,FBW7 act
CCC1Sc2cc(S(=O)(=O)CCC(=O)Nc3ncccc3C)ccc2NC1=O (configuration not stated),2.3,3,12,0.3
C=CCn1c(=O)c2c(nc3n(-c4ccc(C)c(C)c4)c(C)c(C)n23)n(C)c1=O,2.0,-5,-1,-0.1
COc1cccc(CNC(=O)Cn2nc(-c3ccc(C)cc3)ccc2=O)c1,0.0,1,11,-0.1
NC(=O)c1c(NC(=O)c2c(F)cccc2F)sc2c1CCCCC2,0.4,-3,-57,0.0
Oc1ccc(CCNc2cc(Nc3ccccc3)ncn2)cc1,1.3,9,-31,-0.1
CCCCNC(=O)c1sc2ncn(Cc3ccccc3F)c(=O)c2c1C,-0.4,0,-6,0.0
COc1ccc(C2C(C(=O)NCc3ccccn3)c3ccccc3C(=O)N2C)cc1 (configuration not stated),-1.1,18,-5,0.1
O=C(NC1CCCCC1)/C(=C\c1cccs1)NC(=O)c1ccccc1,0.3,2,2,0.0
Cc1nc(N2CCN(c3ccccn3)CC2)c2c(C)c(C(=O)Nc3cccc(Cl)c3C)sc2n1,1.7,4,-10,0.3
OCCC1CN(Cc2cn[nH]c2-c2ccc(F)cc2)CCN1Cc1ccccc1F (configuration not stated),-0.4,-19,-1,-0.1
COc1cc(NC(=O)CSc2nc(=O)n(CCCN(C)C)c3c2CCC3)cc(OC)c1,0.6,-16,4,-0.1
Cc1ccc(NC(=O)CN(C)S(=O)(=O)c2cc(Br)cnc2N)nc1,0.1,9,0,0.1
CC1=C(C(=O)OCC2CCCO2)C(c2cccc(C(F)(F)F)c2)C2=C(CCCC2=O)N1 (configuration not stated),2.1,15,7,0.2
CCN1C(=O)C(O)(CC(=O)c2ccc(C)cc2)c2ccccc21 (configuration not stated),1.4,-5,-3,0.3
O=C(COC(=O)CN1C(=O)C2CCCCC2C1=O)Nc1ccc(Cl)cn1 (configuration not stated),0.2,9,10,0.3
COc1ccc(C(=O)CSc2nc3sc(C)c(C)c3c(=O)[nH]2)cc1[N+](=O)[O-],0.2,5,-7,0.1
CC(C)n1cnc2c(NCc3cccc(C(F)(F)F)c3)nc(N3CCCC3CO)nc21 (configuration not stated),0.4,-7,-4,-0.1
CCOc1cc(/C=C2/SC(=O)NC2=O)ccc1OC,-0.9,-1,-28,-0.4
Cc1ccc(S(=O)(=O)NC(C)(C)CSc2nnc(Nc3ccccc3)s2)cc1,1.1,1,1,-0.2
CC1CN(C(=O)C(C)NC(c2ccccc2)c2ccccc2)CC(C)O1 (configuration not stated),0.8,-10,-3,0.1
CCOC(=O)C1=C(C)NC2=C(C(=O)CC(c3ccc(Cl)cc3)C2)C1c1ccc(N(C)C)cc1 (configuration not stated),-0.6,15,16,0.3
CN1CCN(C(=O)c2ccc(-c3cc(N)nc(N)n3)cc2)CC1,1.4,3,-5,0.1
O=C(NNc1ccccc1Br)C(c1ccccc1)c1ccccc1,0.2,6,-1,-0.1
Cc1nc2cc(NC(=O)C3CC34CCN(CC(C)C)CC4)ccc2s1 (configuration not stated),-0.6,-8,0,-0.2
CC(NC(=O)CC(O)(C(F)(F)F)C(F)(F)F)c1ccccc1 (configuration not stated),-0.5,1,7,-0.2

# Continuation:
SMILES,GPR151 ag,MITF inh,TEAD-YAP block,FBW7 act
CCOc1ccc(NC(=O)CC2C(=O)N(c3cccc(C(F)(F)F)c3)C(=S)N2CCc2ccccc2F)cc1 (configuration not stated),0.6,2,-10,-0.1
Clc1ccccc1CSc1nnc(-c2ccccc2)n1-c1ccccc1,-0.2,14,3,0.1
COc1ccc(OC)c(NC(=O)C(C)N(c2ccc(C)c(C)c2)S(C)(=O)=O)c1 (configuration not stated),-1.3,5,9,-0.1
COc1cc(C(=O)N(C)c2nc(-c3ccc(F)cc3)cs2)cc(OC)c1OC,-0.9,-1,0,-0.1
O=C(COc1ccccc1)n1nc(NCc2ccccc2)nc1NCc1ccccc1,8.8*,4,-3,0.3
Cc1c(C(=O)N2CCCC2)oc2ccc(S(=O)(=O)N3CCOCC3)cc12,0.4,-11,-4,-0.1
COCCNC(=O)CSc1nc2ccccc2[nH]1,1.3,-14,-2,-0.1
Nc1oc2cc(O)ccc2c(=O)c1-c1nc2ccccc2s1,0.0,-4,-19,0.7
COC(Cn1c(=S)[nH]c2ccccc2c1=O)OC,0.7,-7,-1,-0.2
CCCOC(=O)c1ccc(NC(=O)C(CC)CC)cc1,-0.4,6,-30,0.0
COC(=O)COc1ccc(/C=C2\Oc3cc(OC)ccc3C2=O)cc1OC,-0.3,-10,-1,0.1
CCOC(=O)c1sc2ncn(CC(=O)N3CCCc4ccccc43)c(=O)c2c1C,-0.1,16,-6,0.1
COc1ccc(Cl)cc1Nc1cc(C)c2cc(C)ccc2n1,0.0,-9,-5,0.0
C/C(=N\NC(=O)CN1CCN(Cc2ccccc2)CC1)c1cccc(O)c1,-0.4,16,2,0.1
CCOC(=O)C1=C(C)NC2=C(C(=O)CCC2)C1c1ccc(OCC)cc1 (configuration not stated),1.8&-0.8,-15&-9,-8&7,-0.1&0.5
CCOC(=O)c1c(NC(=O)CSc2nnc(CNC(=O)COc3ccc(Cl)cc3)n2-c2cccc(C)c2)sc2c1CCC2,-0.3,-3,-4,-0.1
O=C(O)Cn1ncn(-c2ccc(OC(F)(F)F)cc2)c1=O,2.6,-14,13,-0.1
Cn1c(=O)oc2cc(S(=O)(=O)N3CCCC3)ccc21,1.4,-2,-6,0.0
COCON1C(=O)CN(C(=O)c2ccccc2)C1c1cccc([N+](=O)[O-])c1 (configuration not stated),-0.5,1,2,0.0
CCOC(=O)CN1CCNC(C(=O)NCc2ccccc2)C1 (configuration not stated),-1.3,-5,1,-0.1
O=c1c2ccccc2ncn1-c1cccc2nsnc12,0.9,12,9,0.0
